Screens (PubChem)
ABCB6 inh 2: blocks the human ABCB6 transporter. AID 602162. K562-ABCB6 porphyrin accumulation, flow cytometry, 1 h; active compounds read low. 360,000 compounds, 0.19% hits. fluorescence ratio to DMSO, % at 10 µM;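 active means fluorescence ratio to DMSO below 75%, the collection mean minus 3 SD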;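 further: signal is porphyrin accumulated inside mitochondria; 100% equals median channel fluorescence of DMSO control wells; lower ratio means ABCB6 inhibition with less porphyrin fluorescence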
PDI turbidity: blocks human protein disulfide isomerase activity; 350,000 compounds, 0.052% hits; inhibition, % at 10 µM; P07237; PDI insulin aggregation turbidity, A650, 90 min;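 active means mean inhibition across replicates of 30% or more, whatever share of single replicates reach that level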;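 further: absorbance from insulin aggregation driven by PDI reduction with DTT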
Target sequence (P07237 whole entry, looked up): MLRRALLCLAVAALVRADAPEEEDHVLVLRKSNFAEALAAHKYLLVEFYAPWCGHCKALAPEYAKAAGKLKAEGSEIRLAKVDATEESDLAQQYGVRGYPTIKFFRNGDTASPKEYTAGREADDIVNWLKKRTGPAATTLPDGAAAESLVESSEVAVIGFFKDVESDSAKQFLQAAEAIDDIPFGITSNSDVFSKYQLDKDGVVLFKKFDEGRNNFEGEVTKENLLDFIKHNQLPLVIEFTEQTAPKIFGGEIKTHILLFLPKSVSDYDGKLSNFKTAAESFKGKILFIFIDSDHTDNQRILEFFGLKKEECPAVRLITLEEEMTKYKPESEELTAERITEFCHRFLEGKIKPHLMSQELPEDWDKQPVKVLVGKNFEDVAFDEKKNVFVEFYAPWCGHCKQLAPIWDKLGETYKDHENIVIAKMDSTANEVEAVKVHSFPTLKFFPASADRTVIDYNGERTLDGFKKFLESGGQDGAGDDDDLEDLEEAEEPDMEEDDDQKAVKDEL
H9c2 protect: myocardial damage modulation in H9c2 cells. H9c2 cardiomyocytes, H2O2 injury protection, ATPLite, 2 h. protection from H2O2 cell death, % at 20 µM. 360,000 compounds, 0.63% hits;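 active means compounds giving at least 50% protection of heart cells from peroxide-induced death in the single-dose screen, raw or plate-pattern-corrected value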;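 further: 0% = DMSO wells with peroxide and 100% = DMSO wells without peroxide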
CaV13 FRET inh: Disruptors of the CACNA1D IQ motif to Ca2+-dependent inactivation inhibitor domain association, primary screening, Förster resonance energy transfer in intact living …; HEK cells, CFP/YFP FRET ICDI-IQ, plate reader, 10 min; percent FRET-ratio fall versus neutral wells; inhibition, % at 12.3 µM; 340,000 compounds, 0.098% hits;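 active means mean replicate inhibition of at least 30% and at least 1% of replicates passing that level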;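 further: 0% = median of the neutral control wells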
HTR2A ag: agonists of mouse serotonin 5-HT2A receptor (HTR2A); activation, % at 7.6 µM; CHO-K1 mHTR2A beta-arrestin complementation, luminescence; percent of 30 µM serotonin response; 360,000 compounds, 0.66% hits;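 active means activation above a run cutoff, the mean activation of all tested compounds plus 3 SD, cut at about 14% in these data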;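 further: 0% = plate median of compound wells and 100% = 30 µM serotonin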
ABHD5 PLIN5 PPI: blocks binding of human ABHD5 to perilipin-5; inhibition, % at 4 µM; 360,000 compounds, 0.78% hits; Split G. princeps luciferase complementation, luminescence, 4 h; Q00G26+Q8WTS1; AID 602281;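 active means inhibition above the mean inhibition across every tested compound plus 3 SD, cut at about 22% in these data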;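 further: 0% = DMSO only wells and the 100% control is not disclosed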
MC4R barr agon: human MC4R agonism via beta-arrestin | 360,000 compounds, 0.98% hits | U2OS MC4R beta-arrestin complementation, luminescence; percent of melanotan II response, DMSO zero | activation, % at 8.9 µM;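 active means activation above a per-plate cutoff, the mean activation of sample wells on that plate plus 3 SD, cut at about 8% in these data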
Target sequence (P32245 whole entry, looked up): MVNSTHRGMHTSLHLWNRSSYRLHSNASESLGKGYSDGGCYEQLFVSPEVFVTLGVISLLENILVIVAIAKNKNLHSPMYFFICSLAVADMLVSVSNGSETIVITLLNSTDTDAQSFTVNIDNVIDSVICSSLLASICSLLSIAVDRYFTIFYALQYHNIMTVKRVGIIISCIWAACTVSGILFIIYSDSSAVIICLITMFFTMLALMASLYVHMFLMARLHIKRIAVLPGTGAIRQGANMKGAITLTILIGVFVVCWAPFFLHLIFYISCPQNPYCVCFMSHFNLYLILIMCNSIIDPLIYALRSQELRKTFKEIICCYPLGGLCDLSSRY
Glyco luc inh: blocks N-linked glycosylation in D54 reporter cells. D54 ERlucT glycosylation luciferase reporter, 24 h; percent of 100 nM tunicamycin response. reporter increase, % at 12.5 µM. 360,000 compounds, 0.23% hits;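 active means mean luciferase reporter signal, scaled so untreated is 0 and the glycosylation-blocking control 100, at or above a set limit in every replicate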;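 further: luciferase carries N-glycosylation sites so blocking glycosylation raises the light; 0% = median of neutral control wells and 100% = median of 100 nM tunicamycin wells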
MC4R antag cAMP: blocks human MC4R cAMP signaling; P32245; MC4R-expressing cells, MTII-stimulated cAMP, LANCE TR-FRET; inhibition, % at 6.5 µM; 360,000 compounds, 0.48% hits; AID 540295;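 active means inhibition above its plate's cutoff, the mean of tested wells on that plate plus 3 SD, cut at about 29% in these data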;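 further: 0% = Melanotan II alone and 100% = Melanotan II plus saturating MCL0020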
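System – human MC4R-expressing U2OS cells · Also added – Melanotan II · Dosing – one concentration, 6.5 µM nominal · Timing – 30-min compound, 1-h challenge, 1-h detection, room temperature · Measured by – Eu-cAMP/anti-cAMP TR-FRET, emission 671 nm · Replicates – singlicate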
Exocytosis inh: blocks lytic granule exocytosis; TALL-104 LAMP-1 surface exposure, flow cytometry; cells stimulated with thapsigargin and PMA; AID 651702; inhibition, % at 10 µM; 360,000 compounds, 0.66% hits;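 active means inhibition above about 55%, limit read from the data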
* hit, by the source's call; nt = not tested or not shown.

SMILES	ABCB6 inh 2	PDI turbidity	H9c2 protect	CaV13 FRET inh	HTR2A ag	ABHD5 PLIN5 PPI	MC4R barr agon	Glyco luc inh	MC4R antag cAMP	Exocytosis inh
Cn1cccc1/C=N/N1CCN(c2ccccn2)CC1	95	5	2	-5	6	-8	-1.7	2	-2	-1
CCC(C)Sc1nnc(CSc2nc(C)cc(C)n2)n1C (stereo unspecified)	97	6	-3	-20	3	-1	-2.6	1	10	1
CCOC(=O)C1(Cc2ccccc2)CCN(Cc2cnn(CC)c2)CC1	97	0	1	-2	4	-1	-2.1	1	21	0
COc1ccc(CCNC(=O)C2CC3Cn4c(nc5ccccc54)C3N2c2ccccc2)cc1 (stereo unspecified)	105	-3	5	-9	-5	14	0.4	-1	8	3
COC(=O)C(NC(=O)COc1ccccc1)(Nc1nc2c(s1)CCCC2)C(F)(F)F (stereo unspecified)	94	-3	-9	-6	2	-1	1.2	-3	-2	2
O=C(CN(c1ccccn1)S(=O)(=O)c1ccc(F)cc1)Nc1ccc(F)cc1F	103	-4	3	-16	0	4	-1.6	0	2	-2
Cn1cccc/c1=N\c1cccc[n+]1C	102	4	-2	1	-3	-2	-1.2	-1	11	-8
COc1cccc(OC)c1C(=O)NNC(=O)c1ccccc1-n1cccc1	106	7	-4	-6	0	5	-2.1	-1	-7	-8
CCOc1ccc(/C=N/Nc2nc(=O)[nH]nc2C)cc1OC	103	-3	0	-4	2	-4	0.0	1	-14	-11
Cn1c(=O)c([N+](=O)[O-])c(NCCc2ccccc2)c2ccccc21	99	2	-4	-5	-5	11	3.9	-4	-7	3

Part of the list above in a different format.
> COC(=O)C(NC(=O)COc1ccccc1)(Nc1nc2c(s1)CCCC2)C(F)(F)F (stereo unspecified)
- ABCB6 inh 2 = 94
- PDI turbidity = -3
- H9c2 protect = -9
- CaV13 FRET inh = -6
- HTR2A ag = 2
- ABHD5 PLIN5 PPI = -1
- MC4R barr agon = 1.2
- Glyco luc inh = -3
- MC4R antag cAMP = -2
- Exocytosis inh = 2
> O=C(CN(c1ccccn1)S(=O)(=O)c1ccc(F)cc1)Nc1ccc(F)cc1F
- ABCB6 inh 2 = 103
- PDI turbidity = -4
- H9c2 protect = 3
- CaV13 FRET inh = -16
- HTR2A ag = 0
- ABHD5 PLIN5 PPI = 4
- MC4R barr agon = -1.6
- Glyco luc inh = 0
- MC4R antag cAMP = 2
- Exocytosis inh = -2
> Cn1cccc/c1=N\c1cccc[n+]1C
- ABCB6 inh 2 = 102
- PDI turbidity = 4
- H9c2 protect = -2
- CaV13 FRET inh = 1
- HTR2A ag = -3
- ABHD5 PLIN5 PPI = -2
- MC4R barr agon = -1.2
- Glyco luc inh = -1
- MC4R antag cAMP = 11
- Exocytosis inh = -8

Another view of part of the listing above:
Each structure is followed by: ABCB6 inh 2, PDI turbidity, H9c2 protect, CaV13 FRET inh, HTR2A ag, ABHD5 PLIN5 PPI, MC4R barr agon, Glyco luc inh, MC4R antag cAMP, Exocytosis inh
COc1ccc(CCNC(=O)C2CC3Cn4c(nc5ccccc54)C3N2c2ccccc2)cc1 (stereo unspecified)
  105, -3, 5, -9, -5, 14, 0.4, -1, 8, 3
CCC(C)Sc1nnc(CSc2nc(C)cc(C)n2)n1C (stereo unspecified)
  97, 6, -3, -20, 3, -1, -2.6, 1, 10, 1

Further entries.
SMILES	ABCB6 inh 2	PDI turbidity	H9c2 protect	CaV13 FRET inh	HTR2A ag	ABHD5 PLIN5 PPI	MC4R barr agon	Glyco luc inh	MC4R antag cAMP	Exocytosis inh
CCc1ccc(NC(=O)c2noc3c2CCCCC3)cc1	99	6	-1	-4	0	-4	7.9	-7	10	-2
Cc1c(NC(=O)COC(=O)CSc2ccc(C(N)=O)cc2[N+](=O)[O-])c(=O)n(-c2ccccc2)n1C	97	2	-2	-9	9	10	-0.8	0	2	0
CNc1cncc(-c2ccc(OCCCN(C)C)nc2)n1	100	1	13	-5	1	4	-1.5	1	1	0
Cc1nc(CC(=O)O)c(-c2ccccc2)s1	97	16	-6	-5	-3	-1	-0.1	3	2	-1
O=C1C2C3C=CC(CC3)C2C(=O)N1c1ccccc1[N+](=O)[O-] (stereo unspecified)	100	-6	5	3	-1	-2	2.1	0	25	-5
COc1ccc(N(C)S(=O)(=O)c2ccc3c(c2)CCN3C(=O)C2CC2)c(OC)c1	92	0	-7	-11	6	4	2.3	-3	26	16
CC(C)CN(C(=O)CSc1nncs1)c1c(N)n(CC(C)C)c(=O)[nH]c1=O	89	4	-3	-5	-3	-3	-0.8	1	12	6
Cc1cc(=O)[nH]c(SCC(=O)NC2CCCCCCC2)n1	99	3	5	-4	1	-4	-3.4	0	17	-4
CCCn1c(=O)c2[nH]c(-c3ccc(S(=O)(=O)O)cc3)nc2n(CCC)c1=O	96	-5	-2	-5	3	6	-0.5	2	5	-5
CCC1(C(=O)O)NC(c2cc(OC)ccc2O)C2C(=O)N(Cc3ccccc3)C(=O)C21 (stereo unspecified)	100	-1	2	2	-3	-3	0.5	0	6	-10
CCOc1ccc(N2C(=O)CN=C2Nc2ccccc2F)cc1	102	-2	5	nt	6	1	0.6	2	1	0
O=C(CCCN1C(=O)c2ccccc2C1=O)Nc1cccc(S(=O)(=O)NC2=NCCC2)c1	98	2	5	-4	6	-6	-2.8	-1	4	-3
COc1cc(/C=C(\C#N)C(=O)NCC2CCCO2)ccc1OC(C)C (stereo unspecified)	94	7	11	-3	4	1	-0.1	0	-2	1
CCOC(=O)COc1ccc(S(=O)(=O)NCC2CCCO2)cc1 (stereo unspecified)	102	0	11	-9	8	-1	-1.0	3	25	0
OC[C@H]1OC(O)[C@H](O)[C@@H](O)[C@H]1O (stereo partly specified)	100	13	8	-4	1	0	0.2	2	8	0
CCCCn1c(SCC(=O)OCC)nc2c1c(=O)[nH]c(=O)n2C	98	nt	-4	-6	10	-7	-1.8	2	2	2
Cc1ccc([N+](=O)[O-])cc1S(=O)(=O)NCCc1cn2ccccc2n1	93	5	-4	-5	5	-2	-0.5	3	7	-9
C/C(=N\NC(=O)c1cccc(F)c1)c1cccc(NC(=O)c2ccc(F)cc2)c1	98	-8	0	-3	1	3	0.9	0	22	-4
CCn1c(-c2cc(Br)cc(OC)c2O)nc2cc(S(=O)(=O)N(C)C)ccc21	97	5	-1	-6	-2	-9	-2.4	-3	6	-8
COc1ccccc1C(CNC(=O)C1CCN(C(=O)Nc2ccccc2)CC1)N1CCCC1 (stereo unspecified)	95	-2	3	nt	-2	0	-3.2	0	5	0
OC1CCN(c2c3c(nc4cc(-c5ccc(Cl)cc5)nn24)CCC3)CC1	94	6	39	-2	7	11	-0.4	-2	16	10
CCN1CCN(CCCNC(=O)c2ccccc2NC(=O)C2=C(C)OCCS2)CC1	103	-3	1	-4	3	-3	1.9	2	15	6
CCCCNC(=O)CCC(=O)Nc1ccc2nc(N3CCOCC3)cc(C)c2c1	98	-5	7	-5	0	-5	-2.7	0	-8	-2
COc1ccc(S(=O)(=O)NCc2ccccn2)cc1NC(=O)c1ccccc1C	100	1	6	-2	11	14	2.0	24	-14	5
CSc1cccc(NS(=O)(=O)c2ccc3c(c2)CCN3C(C)=O)c1	87	-28	-14	-6	-8	1	0.5	-1	10	4
COc1ccc(OC)c(NC(=O)CCN2CC(C)CC(C)C2)c1 (stereo unspecified)	97	0	7	nt	8	-4	1.2	0	8	-10
Cc1cc(C(=O)OCC(=O)N2C(C)CCCC2C)c2ccccc2n1 (stereo unspecified)	95	10	3	-7	5	-3	-0.9	-3	2	-1
O=C1c2cccc3cccc(c23)N1Cc1ccc(F)cc1	100	-1	-4	-22	-5	-1	-1.7	-3	-6	2
Cc1noc(NS(=O)(=O)c2ccc(N/C=C\C(=O)c3ccncc3)cc2)c1C	98	7	-1	-6	1	3	-1.7	1	2	5
COCc1nc2oc3ccc(F)cc3c(=O)c2cc1C(=O)OC	101	-3	6	0	1	3	-0.8	1	3	-9
CCc1nnc(NS(=O)(=O)c2ccc(N=CC3=C(O)CC(C)(C)CC3=O)cc2)s1	103	-6	2	1	4	-1	0.9	0	12	5
COc1ccc(Cn2nnnc2CN2CCc3ccccc3C2)cc1	88	4	-6	-5	8	-8	-0.7	-3	1	1
COc1ccc2c(c1)c1ncn(CCN3CCNCC3)c(=O)c1n2C	94	2	-1	-8	2	3	-2.0	3	2	0
CCOc1cc(C(=O)NC)cc(Br)c1OCc1ccccc1	102	0	2	1	-5	0	2.7	-1	0	1
Cc1cc(N/N=C/c2ccc(O)cc2O)nc(-n2nc(C)cc2C)n1	92	2	20	-19	-25	6	-3.3	-9	-26	0
O=C(CN1C(=O)NC(Cc2c[nH]c3ccccc23)C1=O)NCC(F)(F)F (stereo unspecified)	101	-23	-1	-5	7	1	-1.4	2	6	-3
CCCCCC(=O)Nc1cccc(S(=O)(=O)NC2=NCCC2)c1	97	7	8	-17	4	8	0.5	6	5	0
